RXFP1 antagonist: qHTS Assay for Antagonists of the Relaxin Receptor RXFP1; Relaxin receptor 1 (Homo sapiens), Q9HBX9; HEK293-RXFP1, relaxin-stimulated cAMP HTRF, 30 min; active compounds read low; activity change, negative = inhibition, % at 57.5 µM; actives 0.59% (n = 350,000); AID 1259400, 2018;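 active means activity change of -60% or lower, but not beyond a set lower limit; inconclusive means change between -60% and -40%, or beyond the set limit; inactive means change above -40%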
Target sequence (Q9HBX9 whole entry, looked up): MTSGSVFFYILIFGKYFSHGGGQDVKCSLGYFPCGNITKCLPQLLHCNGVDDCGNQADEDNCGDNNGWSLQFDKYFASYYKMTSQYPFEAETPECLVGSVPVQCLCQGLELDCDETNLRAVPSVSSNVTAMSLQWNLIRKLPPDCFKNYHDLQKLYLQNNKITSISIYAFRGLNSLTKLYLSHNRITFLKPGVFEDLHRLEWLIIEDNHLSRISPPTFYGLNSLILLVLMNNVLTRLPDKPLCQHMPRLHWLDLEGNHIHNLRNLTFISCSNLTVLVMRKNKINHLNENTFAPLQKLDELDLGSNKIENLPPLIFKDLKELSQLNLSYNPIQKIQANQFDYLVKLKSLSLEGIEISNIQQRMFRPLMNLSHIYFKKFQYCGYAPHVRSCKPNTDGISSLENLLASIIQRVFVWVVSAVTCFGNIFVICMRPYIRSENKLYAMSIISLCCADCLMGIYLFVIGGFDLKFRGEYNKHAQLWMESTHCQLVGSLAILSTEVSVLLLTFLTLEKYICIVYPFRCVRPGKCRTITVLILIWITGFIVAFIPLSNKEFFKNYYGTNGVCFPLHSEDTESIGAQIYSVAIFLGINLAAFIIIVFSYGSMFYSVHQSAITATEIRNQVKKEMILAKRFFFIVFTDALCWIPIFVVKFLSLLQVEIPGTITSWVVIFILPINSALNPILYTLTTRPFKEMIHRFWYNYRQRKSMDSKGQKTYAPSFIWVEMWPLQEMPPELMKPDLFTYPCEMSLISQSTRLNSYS
* hit, by the source's call; ? = inconclusive. On the % scale 0 is the no-effect control and ±100 the full control effect. These rows are one share of the data; the hit share may differ from the screen's.

compound	RXFP1 antagonist
Cn1cnc2c(SCc3ccccc3)ncnc21	17.8
O=C(CCCN1C(=O)C2C3C=CC(C3)C2C1=O)N1CCN(c2ccccc2)CC1 (centres undefined)	-7.6
O=c1[nH]nc(-c2ccc[nH]2)[nH]1	3.4
COC(=O)c1ccc(NC(=S)N2CCN(Cc3cccc(C)c3)CC2)cc1	24.9
NS(=O)(=O)c1ccc(NC(=O)COC(=O)Cn2cnc3ccccc3c2=O)cc1	-1.6
N#Cc1ccccc1NC(=O)COC(=O)CN1C(=O)C2CCCCC2C1=O (centres undefined)	-5.1
CC(=O)CC(c1ccccc1)S(=O)(=O)c1ccc(C)cc1 (centres undefined)	-8.6
CC1CCCN(C(=O)CN2C(=O)NC(C)(c3ccc4ccccc4c3)C2=O)C1 (centres undefined)	-23.1
COc1ccc(C(CNC(=O)c2cccc(S(=O)(=O)Nc3ccccc3OC)c2)N2CCCCC2)cc1 (centres undefined)	-18.3
CC(C)(C)c1ccc(-n2ncc3c2CCCC3NC(=O)c2ccco2)cc1 (centres undefined)	-11.1
CC(=O)c1c(C)[nH]c(C(=O)OCC(=O)N2CCN(c3ccccc3)CC2)c1C	-2.5
Cn1nc(C(=O)OCC(=O)Nc2ccc(F)cc2Cl)c2ccccc2c1=O	-8.7
CC(=O)Nc1ccc2cnn(C(C)=O)c2c1	-2.0
Cc1cc(=O)[nH]c2c(C)cc(S(=O)(=O)N3CCOCC3)cc12	-5.9
CCOC(=O)C1(CCCc2ccccc2)CCN(C(=O)c2n[nH]c(CC)c2C)CC1	-12.4
COc1ccc(S(=O)(=O)N2CCN(c3ccccc3)CC2)cc1OC	20.0
O=C(COC(=O)c1cc(S(=O)(=O)N2CCOCC2)ccc1F)NCCc1ccc(F)cc1	-7.3
Cc1cc(=O)n2[nH]c(SCc3c(F)cccc3Cl)nc2n1	-11.3
Cc1ccc(S(=O)(=O)N2C[C@H]3[C@H]4C(=O)N(c5ccccc5)C(=O)[C@H]4C[C@H](OC(=O)Nc4c(C)noc4C)[C@@]3(O)C2)cc1	8.9
N#C/C(=C\c1ccccc1)C(=O)NNS(=O)(=O)c1cccc([N+](=O)[O-])c1	1.4
C[C@H](CO)N1C[C@H](C)[C@@H](CN(C)C(=O)c2ccccc2)OCc2cn(nn2)CCCC1=O	5.4
CC(C)(C)C(=O)OCOP(=O)(COCCn1cnc2c(N)ncnc21)OCOC(=O)C(C)(C)C	18.9
CCCCCCCCCCCCCCC(O)C[N+](C)(CCO)CCO (centres undefined)	-60.8*
CCOc1ccc(NC(=S)N2CCC(C(=O)c3ccc(F)cc3)CC2)cc1	-10.2
O=C(COC(=O)/C=C/c1ccc([N+](=O)[O-])cc1)NC(=O)NC1CCCCC1	-1.8
Cc1cc(C)c(S(=O)(=O)N2CCN(C(=O)c3ccc(-n4nc(C)c(Cl)c4C)cc3)CC2)c(C)c1	-1.1
COc1cc(C(=O)Nc2cc(S(=O)(=O)N3CCOCC3)ccc2N2CCOCC2)cc(OC)c1C	6.5
CCN(CC)S(=O)(=O)c1cc(C(=O)Nc2cc(S(=O)(=O)N3CCOCC3)ccc2N2CCN(C)CC2)ccc1C	-3.6
CCCc1cc2c(cc1NC(=O)Cc1ccccc1)OCO2	17.4
O=C(c1cccc(O)c1)N1CCN(C(=O)C2CC2)CC1	2.3
O=C(COC(=O)c1ccc([N+](=O)[O-])o1)NC1CCCc2ccccc21 (centres undefined)	10.6
Cc1cccc(CN2CCC(CNC(=O)Nc3ccccc3F)CC2)c1	2.3
COc1ccc(N(C(=O)Cn2nnc3ccccc32)C2(C(=O)NC3CCCC3)CCCCC2)cc1	0.4
CC(=O)c1ccc(N2C(=O)CC(N3CCN(S(=O)(=O)c4cc(C)ccc4C)CC3)C2=O)cc1 (centres undefined)	-26.8
CCOc1ccc(N(CC(=O)Nc2ccc(Cl)cc2)S(C)(=O)=O)cc1	-4.4
CSCCC(NC(=O)c1ccco1)C(=O)NC1CCC(C)CC1 (centres undefined)	1.6
C[C@H]1CN([C@@H](C)CO)C(=O)CCCn2cc(nn2)CO[C@@H]1CN(C)C(=O)c1ccncc1	-9.4
Cc1cccc(C=CC(=O)c2ccc(Cl)cc2)c1	-13.4
COCCNC(=O)Cn1cc(C(=O)c2cccs2)c2ccccc21	-6.1
Cc1sc2ncnc(N3CCN(S(=O)(=O)c4ccc(C(C)(C)C)cc4)CC3)c2c1C	-5.1
O=C1CC(N2CCN(C3CCc4ccccc4C3)CC2)C(=O)N1c1ccccc1 (centres undefined)	2.4
COc1ccc(OC)c(S(=O)(=O)n2nnc3cc(Cl)ccc32)c1	28.7
CCOC(=O)/C=C1/SCC(=O)N1CC(=O)Nc1ccccc1OC(F)F	-4.5
COc1ccc(C2CC(c3cccc([N+](=O)[O-])c3)=NN2/C(C)=C/C(C)=O)cc1 (centres undefined)	-7.2
CN(Cc1ccccc1)C(=O)CN1C(=O)NC2(CCCc3sccc32)C1=O (centres undefined)	4.1
CC1CCC(NC(=O)C(NS(=O)(=O)c2ccc(Br)cc2)C(C)C)CC1 (centres undefined)	1.5
CCCCC(=O)NC(=S)Nc1cccc(NC(=O)CC)c1	1.4
CC(C)Cn1cnc2c(Sc3c([N+](=O)[O-])ncn3C)nc(N)nc21	6.6
COc1ccc(OC)c(NC(=O)COC(=O)C2CCCCC2)c1	-11.2
CCCN(CCC)S(=O)(=O)c1cc2c(cc1Br)CCN2C(=O)CC	-8.8

The list goes on.
compound	RXFP1 antagonist
O=C(Nc1cccc(Cl)c1)C1=CC=CN2CCS(=O)(=O)N=C12	-3.5
Cc1cccc2c1OCC/C2=N\NC(=O)COc1ccccc1Cl	-1.1
CCN(CC(=O)Nc1ccccc1OC)C(=O)CSCC(=O)Nc1cccc(C)c1	-2.7
Cc1ccc([C@H]2C[C@@H](O)[C@H](n3cc(C4CC4)nn3)CN2C(=O)C2CCCCC2)cc1	-3.6
O=S1(=O)c2cccc3cccc(c23)N1CCCN1CCN(c2ccc(F)cc2)CC1	-25.6
CCCCC/C(C=O)=C\c1ccccc1	8.1
C/C(=N\NC(=O)c1nnn(-c2nonc2N)c1CN1CCC(C)CC1)c1ccc(Br)cc1	-4.6
O=C(NCCCc1ccccc1)c1cccs1	13.2
CC(=O)Nc1ccc(NC(=O)CSCc2ccccc2Cl)cc1	-14.2
CN(Cc1ccccc1)C(=O)c1ccc(S(=O)(=O)N(C)c2ccccc2)cc1	-0.2
CCN1C(=O)[C@H]2[C@@H](c3ccc(C(F)(F)F)cc3)N[C@]3(CCCN(Cc4cccn4C)C3=O)[C@H]2C1=O	3.7
CSCCC(NC(=O)c1ccco1)C(=O)NNC(=O)c1n[nH]c(=O)c2ccccc12 (centres undefined)	1.9
COc1ccc(CNc2ccc(N3CCN(C(C)=O)CC3)cc2)cc1OC	-1.2
Nc1ccccc1SC(CC(=O)c1ccccc1)c1ccc([N+](=O)[O-])cc1 (centres undefined)	-21.2
C[C@@H]1CN([C@H](C)CO)C(=O)c2c(c3ccccc3n2C)-c2ccccc2CO[C@H]1CN(C)Cc1ccccc1	-23.7
COc1ccccc1CNC(=O)C[C@@H]1C[C@H]2c3cc(N(C)C)ccc3O[C@H]2[C@H](CO)O1	-2.9
CN(Cc1ccc(Cl)c(Cl)c1)C(=O)C1CC(=O)N(c2ccc3c(c2)OCCO3)C1 (centres undefined)	3.2
O=c1c(Br)ccc(Br)cc1Br	?
O=C(NC1CCCC(C(F)(F)F)C1)c1ccc([N+](=O)[O-])o1 (centres undefined)	0.6
Cc1ccsc1C(=O)OCC(=O)Nc1ccc(Cl)cn1	5.4
CNC(=S)N/N=C/c1ccc(C(C)C)cc1	-1.5
CC(=O)Nc1ccc(SC(Sc2ccc(NC(C)=O)cc2)c2ccccc2)cc1	-14.9
COc1cccc(N2CCN(C(=O)c3ccc(Cl)c(S(=O)(=O)N4CCCCCC4)c3)CC2)c1	2.5
Cc1nnc(SCc2cc(=O)[nH]c(N3CCCCC3)n2)s1	-14.1
CC1=C(C#N)CCC(=O)N1Cc1c(C)cc(C)cc1C	-0.2
COc1ccc(C(C)(C)C)cc1NC(=O)c1ccccc1-n1cnnn1	-3.4
COc1cc2ccc(NC(C)=O)cc2cc1OC	-4.7
O=C(c1ccc(Cl)cc1)c1cccc(O)c1	6.5
CCOC(=O)c1ccc(S(=O)(=O)N2CCC(C(=O)NCC3COc4ccccc4O3)CC2)cc1 (centres undefined)	6.7
COc1ccc(-c2csc(NC(=O)CN3C(=O)C4CC=CCC4C3=O)n2)cc1OC (centres undefined)	-10.5
COc1ccc(N(C)S(=O)(=O)c2cccc(C(=O)OCC(=O)N3CC(C)CC(C)C3)c2)cc1 (centres undefined)	-18.3
O=C1OCC2=C1C(c1ccc3c(c1)OCO3)c1cc3c(cc1O2)OCO3 (centres undefined)	-1.4
NC(=S)c1ccc[n+]([O-])c1	3.7
Cc1ccc(C(=O)NCC(=O)OC2CCCCC2=O)cc1C (centres undefined)	-3.0
CC(CC(=O)c1ccc(F)cc1)N1CCN(c2ccccc2)CC1 (centres undefined)	-8.7
Cc1nc2c(=O)[nH]n(C)c2nc1C	-3.6
CC(=O)N(C)c1ccc(C=C2C=Cc3ccccc32)cc1	-25.6
Cc1ccccc1CC(=O)N1CCN(S(=O)(=O)c2ccc(Cl)s2)CC1	-5.7
COc1ccccc1C(=O)NC(=S)Nc1cccc2cc(O)ccc12	10.0
CCOC(=O)c1c(C)[nH]c(C)c1C(=O)COC(=O)/C=C/c1cccc([N+](=O)[O-])c1	-0.6

Some of the entries above in a different format.
RXFP1 antagonist | Structure
-5.7 | Cc1ccccc1CC(=O)N1CCN(S(=O)(=O)c2ccc(Cl)s2)CC1
-25.6 | CC(=O)N(C)c1ccc(C=C2C=Cc3ccccc32)cc1
-3.0 | Cc1ccc(C(=O)NCC(=O)OC2CCCCC2=O)cc1C (centres undefined)
10.0 | COc1ccccc1C(=O)NC(=S)Nc1cccc2cc(O)ccc12
-1.4 | O=C1OCC2=C1C(c1ccc3c(c1)OCO3)c1cc3c(cc1O2)OCO3 (centres undefined)

Going on with the list.
compound	RXFP1 antagonist
CCOc1ccc(Br)cc1CC(=O)O	2.3
Cn1c(SCC(=O)Nc2cccnc2Cl)nc2ccccc21	-1.3
CC(=O)Nc1c(Cl)c(Cl)c2c(c1Cl)C(=O)c1cc(Cl)ccc1-2	-10.1
CC12CCC(=O)N1C(C(=O)Nc1ccccc1N1CCCC1)CS2 (centres undefined)	-9.6
CC1C(=O)c2ccccc2CC1C(=O)O (centres undefined)	-2.9
C[C@@H]1CCCCO[C@@H](CN(C)C(=O)c2ccccc2)[C@@H](C)CN([C@H](C)CO)C(=O)c2cc(N(C)C)ccc2O1	-2.0
Cc1cccc(OCCNC(=O)CCc2ccccc2)c1	0.0
O=C(OCC(=O)N1CCN(c2ccccc2)CC1)c1cc(F)c(F)cc1Cl	0.1
CC1CC(C)CN(C(=O)CN2C(=O)NC3(CCCCCC3)C2=O)C1 (centres undefined)	-4.9
Cc1ccc(NC(=O)c2ccc(OCC3CCCO3)cc2)cc1Cl (centres undefined)	-0.1
O=C(NCC(c1ccco1)N1CCCC1)c1cccc(S(=O)(=O)N2CCc3ccccc32)c1 (centres undefined)	3.7
CCCCCCN1C[C@H](n2cc(COC(=O)c3ccccc3)nn2)[C@@H](O)C[C@@H]1c1ccc(C)cc1	-5.7
COc1ccc2c(c1)c(C(C)=O)c(C)n2-c1ccccc1OC	5.1
CCNC(=O)[C@@H]1CCCN1C(=O)[C@H](CCCN=C(N)N)NC(=O)[C@H](CC(C)C)NC(=O)CNC(=O)[C@H](Cc1ccc(O)cc1)NC(=O)[C@H](CO)NC(=O)[C@H](Cc1c[nH]c2ccccc12)NC(=O)[C@H](Cc1cnc[nH]1)NC(=O)[C@@H]1CCC(=O)N1	-8.7
C[C@H](O)[C@@H]1C(=O)N2CCc3ccc(N4CCN(C)CC4)cc3[C@@H]2C[C@@H]1N(C)C(=O)c1cccnc1	-3.4
COc1ccc(C(=O)OC2C(OC)OCC(O)C2O)cc1 (centres undefined)	-3.8
Cc1ccc(NC(=O)COC(=O)C2CCC2)cc1S(=O)(=O)N1CCOCC1	-16.6
CS(=O)(=O)c1cc(C(=O)O)cc(NCc2ccccc2)c1Oc1ccccc1	-2.8
Cc1ccc(S(=O)(=O)N(C)CCCC(=O)Nc2ccccn2)cc1	0.7
CNC(=O)N(O)C1N(NC(=O)Nc2ccccc2)C(=S)SC1(C)C (centres undefined)	0.9
Nc1ccc(S(=O)(=O)c2cc(O)c3ccccc3c2O)cc1	4.8
Cc1noc(NS(=O)(=O)c2ccc(NC(=O)c3ccc(F)cc3)cc2)c1C	-4.6
Cn1c(N)c(C(=O)COC(=O)c2ccc(F)cc2Cl)c(=O)n(C)c1=O	5.4
O=C(O)c1cccc(Oc2ccc(C(=O)O)c([N+](=O)[O-])c2)c1	-4.3
COc1cc(C(=O)NCC(c2ccco2)N2CCCC2)ccc1OCc1ccc(Cl)cc1Cl (centres undefined)	-17.8
CCCCN1CC(C)(C)[C@H](CC(=O)Nc2ccc(Br)cc2)C1=O	-10.5
Cc1n[nH]c2ccc(Br)cc2c1=O	-8.9
CCN1C(=O)[C@H]2[C@@H](c3ccc(OC)cc3)N[C@]3(CCCN(Cc4ccco4)C3=O)[C@H]2C1=O	3.4
COc1cccc(-c2cc(C(=O)Nc3ccccc3)c3ccccc3n2)c1	-5.9
NC(=NCc1ccccc1)C(N=Nc1ccccc1)C(=O)NCc1ccccc1 (centres undefined)	2.1
O=c1cc(CO)occ1O	10.5
